Screening data deposited in PubChem by several laboratories.
GPR35 antagonists: GPR35 antagonists blocking zaprinast-driven arrestin recruitment, primary screen, imaging, U2OS, beta-arrestin-GFP, zaprinast agonist (AID 2058); U2OS GPR35 beta-arrestin-GFP translocation imaging, zaprinast antagonism; higher % means a stronger effect; inhibition, % at 10 µM; hits with a dose series show IC50 in µM; hit rate 0.052% among 290,000;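 active = inhibition of at least 50% with at least 30 cells and total cytoplasm GFP at most 10,000,000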
RSV antiviral HEp-2: RSV antiviral activity via CPE protection, HEp-2 cells, primary 10 µM value included (AID 2391); HEp-2 cells, RSV-induced CPE inhibition; higher % means a stronger effect; CPE inhibition, % at 10 µM, or IC50 in µM where a hit was titrated; hit rate 0.13% among 310,000; in the data active = a potency from the dose series; note: strong numbers were not always called active
Salmonella PhoP GFP: PhoP-dependent GFP reporter repression – Salmonella Typhimurium, primary screen (AID 1863). one-dose inhibition, % at 50 µM; IC50 in µM for titrated hits. S. Typhimurium PhoP-regulated promoter GFP reporter, 4 h; higher % means a stronger effect. hit rate 0.16% among 300,000;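 active = inhibition over 29.93%, a cutoff 3 SD above the screen mean, later confirmed by dose response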;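 note: 0% = low Mg2+ inducing control and 100% = high Mg2+ repressing control; strong numbers were not always called active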
Large T inhibition: SV40 large T antigen inhibitors, biochemical (AID 1903); inhibition, % at 20 µM, or IC50 in µM where a hit was titrated; hit rate 0.39% among 310,000; SV40 large T antigen ATPase/helicase inhibition assay; higher % means a stronger effect; in the data active = a potency from the dose series; note: strong numbers were not always called active
NS5 inhibitors: flavivirus cap methylation enzyme inhibition – biochemical, confirmation dose response, primary screen (AID 588689). Dengue-2 NS5 methyltransferase capping enzyme assay, biochemical; higher % means a stronger effect. inhibition, % at 25 µM; hits with a dose series show IC50 in µM. hit rate 0.3% among 340,000; in the data active = a potency from the dose series
West Nile virus CPE: West Nile virus antiviral activity, cell-based, CPE readout (AID 1621). hit rate 0.02% among 290,000. West Nile virus-infected cells, CPE inhibition; higher % means a stronger effect. CPE inhibition, % at 10 µM, or IC50 in µM where a hit was titrated; in the data active = a potency from the dose series; note: strong numbers were not always called active
LYP phosphatase: PTPN22 lymphoid phosphatase activity blockers – biochemical, fluorescence intensity, uHTS (AID 1779); hit rate 0.054% among 290,000; inhibition, % at 11.5 µM, or IC50 in µM where a hit was titrated; recombinant LYP phosphatase, fluorescence intensity; higher % means a stronger effect; in the data active = inhibition above about 50%;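 note: plate controls were vehicle with enzyme for no effect and no enzyme for full effect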
Rac1 GTP hydrolysis: MgcRacGAP GTPase-activating activity inhibitors, confirmation, biochemical, ADP Hunter fluorescence. MgcRacGAP-stimulated Rac1 GTP hydrolysis, ADP Hunter fluorescence; higher % means a stronger effect; GST-tagged Rac1 F28L mutant substrate. inhibition, % at 30 µM, or IC50 in µM where a hit was titrated. hit rate 0.6% among 340,000;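 active = first-screen hits whose inhibition reached a set limit at any dose in the follow-up dose series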;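 note: fluorescence reports GDP produced by GAP-driven GTP hydrolysis; strong numbers were not always called active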
ER stress rescue: protection against thapsigargin-triggered cell killing – 384-well, CSM14.1, ATP luminescence, primary screen (AID 1222); CSM14.1 thapsigargin-induced death rescue, ATP luminescence; higher % means a stronger effect; 190,000 tested, under 10 active; cellular ATP content (survival), % at 20 µM; hits with a dose series show EC50 in µM;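 active = EC50 below 50 µM in the dose-response confirmation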;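 note: death triggered by thapsigargin at about 15 µM added after 2 h compound pretreatment; cell ATP read after overnight thapsigargin exposure of roughly 18 to 22 hours; normalized against plate controls of thapsigargin alone and 5% DMSO vehicle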
NS5 inhibitors pilot replicate: recorded beside NS5 inhibitors, whose call it bears; inhibition, %; measured here: pilot screen replicate inhibition
Starred values were filed as active, the others as inactive; nt = not tested or not shown.

SMILES	GPR35 antagonists	RSV antiviral HEp-2	Salmonella PhoP GFP	Large T inhibition	NS5 inhibitors	West Nile virus CPE	LYP phosphatase	Rac1 GTP hydrolysis	ER stress rescue	others
CC(=O)Nc1cccc(NC(=O)Nc2ccc(F)cc2F)c1	1%	0.4%	-6%	8%	-10%	0.0%	-8%	14%	0.6%
Cc1ccc(-n2c(SCC(N)=O)nnc2-c2ccccn2)cc1C	-5%	0.2%	1%	18%	-5%	0.1%	2%	8%	3.4%
O=C(NC(C(=O)N/N=C/c1cc([N+](=O)[O-])ccc1O)c1n[nH]c(=O)c2ccccc12)c1ccccc1 (centres undefined)	-12%	2.7%	10%	5%	12%	0.7%	-3%	7%	nt
COC(=O)c1ccc(NC(=O)N(c2ccccc2)c2ccccc2)cc1	14%	1.5%	-8%	7%	-8%	0.0%	-8%	11%	nt
Cc1nn(C(C)(C)C)c(NC(=O)c2ccc(Cl)cc2)c1Br	-2%	-0.4%	-7%	7%	nt	-0.3%	-3%	nt	nt
Cc1ccc(NC(=O)COC(=O)c2cc(Cl)ccc2[N+](=O)[O-])c(C)c1	-5%	2.9%	-5%	5%	-4%	0.6%	-6%	11%	-1.2%
O=C(O)c1cc([N+](=O)[O-])ccc1C(=O)Nc1cccc([N+](=O)[O-])c1	0%	1.7%	3%	8%	-7%	-0.4%	-12%	12%	nt
CC(C)CC(=O)Nc1ccnn1C1CCN(C(=O)c2ccc(Cl)cc2F)CC1	-2%	3.2%	-1%	11%	0%	0.0%	-8%	14%	nt
O=S(=O)(NCCCc1ccccc1)c1ccccc1	1%	0.7%	-8%	0%	-6%	0.2%	-9%	12%	-0.3%
CN(C)c1cc[n+](CC(=O)Nc2cccc([N+](=O)[O-])c2)cc1	5%	0.5%	0%	15%	3%	-0.5%	-5%	7%	nt	NS5 inhibitors pilot replicate=-1.5
Cc1cccc(NC(=O)N2CCC(NC(=O)c3ccco3)CC2)c1	7%	-0.2%	-4%	25%	-2%	0.6%	-6%	-5%	-2.1%
CCCN1Cc2cccc(C(=O)NC(CC(=O)OCC)c3ccc(C)cc3)c2C1=O (centres undefined)	-13%	0.5%	12%	-1%	nt	-0.9%	-5%	5%	-1.7%
NC(=O)C1=C[C@@H](c2coc3ccccc3c2=O)C[C@@H](OCCCCO)O1	11%	2.7%	-4%	11%	1%	0.4%	-9%	4%	-0.6%
CN(C(=O)CSc1nnc(-c2ccc(Cl)cc2)n1CC1CCCO1)C1CCS(=O)(=O)C1 (centres undefined)	-25%	2.0%	-5%	-5%	4%	0.5%	-5%	4%	-0.8%
COc1ccc2c(c1OC)C(=O)N(c1ccc3c(c1)CCC3)C2=O	-1%	-0.3%	5%	12%	-2%	-0.3%	-1%	1%	-1.1%

Reprinted at random: two compounds from above, in no set order.
SMILES	GPR35 antagonists	RSV antiviral HEp-2	Salmonella PhoP GFP	Large T inhibition	NS5 inhibitors	West Nile virus CPE	LYP phosphatase	Rac1 GTP hydrolysis	ER stress rescue	others
CC(=O)Nc1cccc(NC(=O)Nc2ccc(F)cc2F)c1	1%	0.4%	-6%	8%	-10%	0.0%	-8%	14%	0.6%
Cc1ccc(NC(=O)COC(=O)c2cc(Cl)ccc2[N+](=O)[O-])c(C)c1	-5%	2.9%	-5%	5%	-4%	0.6%	-6%	11%	-1.2%

Grouped by structure, those above with sulfur
SMILES	GPR35 antagonists	RSV antiviral HEp-2	Salmonella PhoP GFP	Large T inhibition	NS5 inhibitors	West Nile virus CPE	LYP phosphatase	Rac1 GTP hydrolysis	ER stress rescue	others
Cc1ccc(-n2c(SCC(N)=O)nnc2-c2ccccn2)cc1C	-5%	0.2%	1%	18%	-5%	0.1%	2%	8%	3.4%
O=S(=O)(NCCCc1ccccc1)c1ccccc1	1%	0.7%	-8%	0%	-6%	0.2%	-9%	12%	-0.3%
CN(C(=O)CSc1nnc(-c2ccc(Cl)cc2)n1CC1CCCO1)C1CCS(=O)(=O)C1 (centres undefined)	-25%	2.0%	-5%	-5%	4%	0.5%	-5%	4%	-0.8%

Further results follow:
SMILES	GPR35 antagonists	RSV antiviral HEp-2	Salmonella PhoP GFP	Large T inhibition	NS5 inhibitors	West Nile virus CPE	LYP phosphatase	Rac1 GTP hydrolysis	ER stress rescue	others
O=[N+]([O-])c1ccc(Oc2ccc(Oc3ccc(C(F)(F)F)cn3)cc2)nc1	13%	7.5%	-2%	3%	-4%	-0.4%	-4%	-12%	nt
S=C1NC(c2ccccc2)=NCN1c1ccc(Br)cc1	5%	-1.3%	2%	-1%	-6%	-0.6%	-9%	3%	-0.7%
CCOC(=O)CNC(=O)CSc1ncnc2c1nnn2-c1ccc(F)cc1	-20%	1.6%	0%	8%	5%	-0.3%	-2%	9%	1.5%
COc1ccc(-c2nc(CS(=O)(=O)CC(=O)NCc3ccc(F)cc3)c(C)o2)cc1	2%	1.3%	2%	5%	-4%	0.6%	-10%	9%	nt
O=C(CCCCCBr)N1CCC(CC2CC(c3cccc(Br)c3)=NO2)(C(=O)NCC2CCCCC2)CC1 (centres undefined)	23%	-1.5%	-6%	19%	-3%	-0.4%	-11%	1%	nt
CN(C)S(=O)(=O)c1ccc(C(=O)Nc2nnc(SCc3ccccc3)s2)cc1	-8%	2.6%	11%	0%	-3%	0.2%	-8%	1%	-2.2%
CCOc1ccc(NC(=O)CC2C(=O)N(c3ccc(OCC)cc3)C(=S)N2C2CC2)cc1 (centres undefined)	-1%	1.1%	-3%	9%	-3%	-0.4%	-5%	6%	nt
COC(=O)c1ccc(Nc2cc(C)nc(-c3ccccc3O)n2)cc1	0%	2.4%	-1%	-7%	0%	0.0%	-8%	19%	0.1%
COc1cc2c(=O)n(Cc3ccco3)c(=O)n(CC(=O)c3cccc(Br)c3)c2cc1OC	-5%	6.7%	2%	1%	nt	0.3%	-11%	nt	3.0%
CC(=O)Oc1ccc(-c2nc3c(C)cccc3c(=O)o2)cc1	-9%	1.3%	-2%	7%	4%	0.5%	-3%	-1%	nt
COc1ccc(-n2nc(C)c3c(=O)c4c([nH]c32)CCCC4)cc1	-1%	1.0%	11%	4%	-9%	-1.4%	-8%	6%	nt
COC(=O)CCC(=O)NC(=S)Nc1c(C)cccc1C	-9%	2.2%	-4%	3%	4%	0.9%	-5%	6%	-0.8%
O=C(CCC(=O)N(Cc1ccco1)C(C(=O)NC1CCCC1)c1ccncc1)Nc1cccnc1 (centres undefined)	-5%	1.0%	11%	27%	-2%	1.1%	-7%	3%	-0.9%
COc1cc(OC)cc(C(=O)NCC(=O)OCC(=O)c2ccc3c(c2)-c2ccccc2C3)c1	-6%	1.4%	-6%	2%	-5%	-0.2%	6%	11%	-1.2%
CC(C)(C)CC(=O)N1CCN(Cc2ccc3c(c2)OCO3)CC1	14%	1.8%	-4%	5%	-1%	-1.9%	-2%	14%	nt
CC1(C)CC(=O)C(C2NCCc3ccccc32)=C(O)C1 (centres undefined)	3%	1.8%	3%	14%	1%	0.2%	-1%	11%	-0.8%
CCOC(=O)c1cc(C#N)c(C)nc1N(CC)CC	-5%	1.9%	-14%	5%	-5%	-0.4%	-3%	6%	nt
Cc1ccc(/C=N/n2c(=O)c(C(C)(C)C)nn3cnnc23)cc1	-4%	2.5%	5%	15%	4%	-0.2%	-9%	3%	-2.6%
CCOC(=O)c1cnn(CCOC(=O)c2cccc(F)c2)c1NC(=O)c1cccc(F)c1	14%	2.6%	4%	14%	0%	-0.8%	-7%	7%	-3.9%
CCCc1nc2ccccc2c(=O)n1/N=C/c1ccc(O)c(O)c1	10%	3.7%	5%	10µM*	4%	0.1%	5%	39µM*	7.4%
Cc1onc(-c2ccccc2)c1CNS(=O)(=O)c1ccccc1	-2%	0.8%	0%	13%	2%	-0.8%	-6%	-10%	nt
Cc1cccc(OCc2nnc(SCC(=O)N3CCN(C(=O)c4ccco4)CC3)n2C)c1C	6%	1.6%	-9%	23%	-5%	-0.4%	-2%	5%	-0.9%
CSc1ccccc1OCc1cc(C(=O)NCc2cnc(C)cn2)no1	4%	3.0%	-5%	1%	-4%	0.4%	-8%	8%	nt
Cc1c(C)n(C)c2ccc(C(=O)Nc3cccc4ccccc34)cc12	8%	7.7%	1%	4%	-3%	-0.3%	7%	8%	-4.6%
CCOC(=O)/C(C#N)=C/c1c(Oc2cccc(C)c2)nc2c(C)cccn2c1=O	-11%	1.1%	-5%	-2%	-6%	-0.2%	-8%	4%	-3.3%
CC(=O)Nc1ccc(S(=O)(=O)NCCC(=O)OCC(=O)c2ccc(Br)cc2)cc1	nt	2.9%	1%	2%	-10%	nt	nt	5%	nt
CCOC(=O)CN(c1cc([N+](=O)[O-])ccc1OC)S(C)(=O)=O	9%	1.6%	-4%	22%	4%	-0.1%	5%	4%	-2.4%
CC1CCCN(C(=O)CSc2nnc(-c3cccnc3)n2C2CCCCC2)C1 (centres undefined)	-16%	-0.8%	16%	10%	-5%	-0.6%	-10%	5%	1.8%
Cc1ccc(CNCc2cccnc2)cc1	3%	1.0%	-5%	28%	2%	0.6%	-1%	4%	3.7%
Cc1noc(C)c1C(=O)OCC(=O)c1cc(C)n(Cc2ccccc2Cl)c1C	-7%	5.3%	-7%	9%	-5%	1.8%	5%	6%	-0.5%
Cc1ccc(CNC(=S)NC2CCC(C(C)(C)C)CC2)cc1 (centres undefined)	17%	-0.4%	12%	-4%	-2%	-1.1%	-4%	3%	nt
O=C(CN(C(=O)CCC(=O)Nc1nccs1)c1ccc(F)cc1)NCc1ccc(F)cc1	2%	1.4%	6%	0%	-6%	-0.5%	-5%	2%	nt
CC(=O)c1ccc(OCc2cc(C(=O)N(C)Cc3nc4c(C)cccc4[nH]3)no2)cc1	-4%	1.2%	-6%	16%	-5%	-1.4%	-6%	5%	nt
CCn1cc(C(=O)Nc2ncccc2O)c(=O)c2cc(F)c(N3CCN(C(=O)c4ccco4)CC3)cc21	10%	2.0%	0%	11%	15%	0.2%	-6%	7%	nt
CCCCn1c(N)c(N(CC(C)C)C(=O)c2cc(-c3ccc(OC)c(OC)c3)nc3ccccc23)c(=O)[nH]c1=O	nt	1.4%	1%	17%	-4%	nt	nt	-3%	nt
COc1ccc(OC)c(N(C(=O)c2ccco2)C(C(=O)NC2CCCC2)c2cc(OC)c(OC)c(OC)c2)c1 (centres undefined)	1%	1.2%	-4%	5%	-8%	0.1%	-7%	5%	nt
CC(C)(C#N)NC(=O)c1ccco1	5%	1.5%	0%	-4%	2%	0.5%	-5%	10%	-0.5%
COc1ccc(CNC(=O)Nc2cccs2)cc1OC	2%	-0.9%	3%	13%	-9%	0.0%	-5%	12%	0.2%
Cc1ccnc(SC2CC(=O)N(c3ccc(Br)cc3)C2=O)n1 (centres undefined)	-12%	0.1%	-3%	1%	-4%	0.1%	0%	5%	nt	NS5 inhibitors pilot replicate=-0.3
CC(NC(=O)C1CCC(CNc2c(N3CCCCC3)c(=O)c2=O)CC1)c1ccccc1 (centres undefined)	18%	0.4%	-5%	18%	-11%	0.1%	-3%	6%	nt
CC(C1CC2CCC1C2)n1c(-c2cccs2)n[nH]c1=S (centres undefined)	-10%	3.5%	-13%	23%	6%	0.0%	-3%	-2%	nt
CCCCNC(=O)/C=C1\Sc2ccccc2NC1=O	-2%	1.9%	-8%	20%	1%	0.1%	-6%	7%	-0.9%
C=CCOc1ccccc1CN1CCN(CCc2ccccc2)C(CCO)C1 (centres undefined)	10%	-0.8%	5%	4%	-3%	-1.7%	-8%	1%	nt	NS5 inhibitors pilot replicate=1.2
